# H1N1 NS1A inhibition: NS1A inhibition, H1N1 influenza, cell based functional assay (AID 504329). 340,000 tested, 0.3% active. NS1A functional cell-based assay, percent inhibition; higher % means a stronger effect. one-dose inhibition, % at 12.5 µM; IC50 in µM for titrated hits; in the data active = a potency from the dose series; inconclusive = inhibition above about 27% without an active follow-up result; also: strong numbers were not always called active
# inhibitors of VEEV: inhibitors of VEEV TC-83 cytopathic effect, confirmation, Vero cells (AID 588727); Vero cells, VEEV TC-83 cytopathic effect inhibition; higher % means a stronger effect; one-dose inhibition, % at 20 µM; IC50 in µM for titrated hits; 350,000 tested, 0.13% active; in the data active = a potency from the dose series; inconclusive = inhibition mostly from about 14% at the one dose, without a potency; inactive = the rest, 99 in 100 with inhibition below about 12%; also: strong numbers were not always called active
# H37Rv inhibition: M. tuberculosis growth inhibition, HTS (AID 449762); M. tuberculosis H37Rv growth inhibition, 7H9 media; higher % means a stronger effect; inhibition, % at 25 µM, or IC50 in µM where a hit was titrated; 330,000 tested, 0.59% active; in the data active = a potency from the dose series; inconclusive = inhibition above about 70% without an active follow-up result;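 also: bacterial growth assessed after seven days of incubation; strong numbers were not always called active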
# PhoP GFP inhibition: PhoP regulon inhibitors, Salmonella typhi PhoP promoter GFP reporter, confirmatory (AID 1850); Salmonella Typhi PhoP-promoter GFP reporter, fluorescence, 4 h; higher % means a stronger effect; inhibition, % at 50 µM, or IC50 in µM where a hit was titrated; 310,000 tested, 0.33% active; in the data active = a potency from the dose series; inconclusive = inhibition mostly from about 25% at the one dose, without a potency; inactive = the rest, 99 in 100 with inhibition below about 19%;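 also: 0% = induced wells with vehicle and 100% = uninduced wells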
# M. tuberculosis: growth inhibition of non-replicating M. tuberculosis (AID 488890); inhibition, % at 25 µM; hits with a dose series show IC50 in µM; 320,000 tested, 0.39% active; Mycobacterium tuberculosis non-replicating, growth inhibition; higher % means a stronger effect; in the data active = a potency from the dose series; inconclusive = inhibition mostly from about 82% at the one dose, without a potency; inactive = the rest, 99 in 100 with inhibition below about 76%;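 also: plate controls were DMSO cells for no effect and high antibiotic wells for full effect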
# inhibitors of VEEV 10K pilot screen: recorded beside inhibitors of VEEV, whose call it bears; inhibition, %; measured here: 10K pilot screen inhibition
# * = called active by the depositor; i = inactive; ? = inconclusive; nt = not tested or not shown.
# A first look, 16 compounds:
SMILES,H1N1 NS1A inhibition,inhibitors of VEEV,H37Rv inhibition,PhoP GFP inhibition,M. tuberculosis,others
CC(C)CN(C(=O)C1CC1)c1c(N)n(Cc2ccccc2)c(=O)[nH]c1=O,-9%,1.8%,-3%,6%,4%,
COc1ccc(-c2cccc(NS(=O)(=O)c3cc([N+](=O)[O-])ccc3Cl)c2)nn1,1%,4.1%,-1%,-3%,-17%,
COc1ccc(S(=O)(=O)N2CCCCCC2)cc1N(C)S(=O)(=O)c1ccc(C)cc1,1%,i,6%,3%,15%,
COc1ccc(C(=O)COc2ccc(NC(C)=O)cc2)cc1,-1%,i,4%,2%,12%,
COc1ccc(OC)c(Nc2nc(C3CC3)nc3c2nnn3Cc2ccccc2)c1,0%,5.4%,-4%,4%,2%,
Cc1ccc(S(=O)(=O)CCc2nnc(NC(=O)c3ccccn3)s2)cc1,10µM*,2.2%,60%,-6%,?,
CC(C)CC(C(=O)O)N1C(=O)C2C3C=CC(C2C1=O)C1C(=O)N(C(CC(C)C)C(=O)O)C(=O)C31 (stereo not given),0%,4.0%,3%,3%,-8%,
S=C(NCCc1ccccc1)NC1CC2CCC(C1)N2Cc1ccccc1 (stereo not given),7%,0.3%,3%,14%,17%,
Clc1ccc(-c2nnc(-c3ccccc3Cl)o2)cc1,16%,1.1%,19%,-7%,?,
CC(C(N)=O)N1CC(c2ccccc2)CC1=O (stereo not given),13%,0.9%,1%,6%,-13%,
Cn1c(Cc2nc(-c3cnccn3)no2)nnc1SCC(=O)Nc1ccccc1,-2%,0.8%,-11%,-4%,1%,
CN1CCN(C(=O)c2cnn3c(C(F)(F)F)cc(-c4cccs4)nc23)CC1,5%,0.5%,-2%,16%,7%,
CCOC(=O)C(CC)(CCC(=O)O)c1csc(Nc2ccc(C)cc2)n1 (stereo not given),-3%,1.4%,7%,5%,-16%,
CN(C)C=Nc1nonc1-c1ncn[nH]1,0%,0.8%,2%,20%,-12%,
O=C(Cc1c(Cl)cccc1Cl)N1CCN(S(=O)(=O)c2cccs2)CC1,-6%,1.9%,3%,nt,24%,
CN1CC(C(=O)c2ccccc2)C(c2ccccc2)C1 (stereo not given),-19%,i,-2%,-11%,19%,

# The list itself, repeating the preview:
SMILES,H1N1 NS1A inhibition,inhibitors of VEEV,H37Rv inhibition,PhoP GFP inhibition,M. tuberculosis,others
CC(C)CN(C(=O)C1CC1)c1c(N)n(Cc2ccccc2)c(=O)[nH]c1=O,-9%,1.8%,-3%,6%,4%,
COc1ccc(-c2cccc(NS(=O)(=O)c3cc([N+](=O)[O-])ccc3Cl)c2)nn1,1%,4.1%,-1%,-3%,-17%,
COc1ccc(S(=O)(=O)N2CCCCCC2)cc1N(C)S(=O)(=O)c1ccc(C)cc1,1%,i,6%,3%,15%,
COc1ccc(C(=O)COc2ccc(NC(C)=O)cc2)cc1,-1%,i,4%,2%,12%,
COc1ccc(OC)c(Nc2nc(C3CC3)nc3c2nnn3Cc2ccccc2)c1,0%,5.4%,-4%,4%,2%,
Cc1ccc(S(=O)(=O)CCc2nnc(NC(=O)c3ccccn3)s2)cc1,10µM*,2.2%,60%,-6%,?,
CC(C)CC(C(=O)O)N1C(=O)C2C3C=CC(C2C1=O)C1C(=O)N(C(CC(C)C)C(=O)O)C(=O)C31 (stereo not given),0%,4.0%,3%,3%,-8%,
S=C(NCCc1ccccc1)NC1CC2CCC(C1)N2Cc1ccccc1 (stereo not given),7%,0.3%,3%,14%,17%,
Clc1ccc(-c2nnc(-c3ccccc3Cl)o2)cc1,16%,1.1%,19%,-7%,?,
CC(C(N)=O)N1CC(c2ccccc2)CC1=O (stereo not given),13%,0.9%,1%,6%,-13%,

# 2 consecutive compounds from above, quoted:
SMILES,H1N1 NS1A inhibition,inhibitors of VEEV,H37Rv inhibition,PhoP GFP inhibition,M. tuberculosis,others
CC(C)CN(C(=O)C1CC1)c1c(N)n(Cc2ccccc2)c(=O)[nH]c1=O,-9%,1.8%,-3%,6%,4%,
COc1ccc(-c2cccc(NS(=O)(=O)c3cc([N+](=O)[O-])ccc3Cl)c2)nn1,1%,4.1%,-1%,-3%,-17%,

# The results go on.
SMILES,H1N1 NS1A inhibition,inhibitors of VEEV,H37Rv inhibition,PhoP GFP inhibition,M. tuberculosis,others
Cn1c(Cc2nc(-c3cnccn3)no2)nnc1SCC(=O)Nc1ccccc1,-2%,0.8%,-11%,-4%,1%,
CN1CCN(C(=O)c2cnn3c(C(F)(F)F)cc(-c4cccs4)nc23)CC1,5%,0.5%,-2%,16%,7%,
CCOC(=O)C(CC)(CCC(=O)O)c1csc(Nc2ccc(C)cc2)n1 (stereo not given),-3%,1.4%,7%,5%,-16%,
CN(C)C=Nc1nonc1-c1ncn[nH]1,0%,0.8%,2%,20%,-12%,
O=C(Cc1c(Cl)cccc1Cl)N1CCN(S(=O)(=O)c2cccs2)CC1,-6%,1.9%,3%,nt,24%,
CN1CC(C(=O)c2ccccc2)C(c2ccccc2)C1 (stereo not given),-19%,i,-2%,-11%,19%,
COc1ccc(S(=O)(=O)N(CCc2ccccc2)CC(=O)O)cc1OC,-4%,0.1%,-7%,-1%,-8%,
CCN(C(=O)COC(=O)c1ccc2ccccc2n1)c1c(N)n(Cc2ccccc2)c(=O)[nH]c1=O,0%,i,nt,nt,nt,
COC(=O)CSc1nnc(-c2ccccc2O)n1-c1ccc(C)cc1,-5%,2.3%,nt,-15%,75%,
O=C(NCCCCc1ccccc1)c1cccc(NC(=O)c2ccccc2)c1,-4%,0.5%,nt,nt,nt,
Cc1cc(-c2cc(-c3ccc(Cl)cc3)on2)nc(NCC2CC2)n1,-2%,1.2%,-1%,8%,-4%,
CC(Sc1nnnn1C)C(=O)NC1CCCC1 (stereo not given),-2%,i,-6%,nt,6%,
O=C(Nc1ccc(-n2ccc(C(F)(F)F)n2)cc1)Nc1cccc(Cl)c1,3%,i,0%,0%,19%,
Cn1c(N)c(C(=O)Nc2ccc(-c3ccccc3)cc2)sc1=S,17%,8.2%,2%,5%,16%,
CC1CCN(c2ccc(-c3cccc(NC(=O)C(F)(F)F)c3)nn2)CC1,4%,i,4%,5%,37%,
Cc1ccccc1-c1nc(-c2cccnc2)no1,-15%,i,-3%,-8%,9%,
CCN(CC)CCN(C(=O)c1ccc2c(c1)CCCC2)c1nc2ccc(C)cc2s1,-10%,i,1%,-9%,48%,
FC(F)(F)C1CC(c2cccs2)Nc2ncnn21 (stereo not given),4%,0.5%,-7%,0%,-2%,
COC(=O)c1cnc(SC)nc1C,-2%,1.1%,-6%,16%,6%,inhibitors of VEEV 10K pilot screen=0.5
O=C(COc1ccc2c(-c3ccccc3)cc(=O)oc2c1)NCCN1CCOCC1,13%,i,1%,9%,10%,
Cc1c(NS(=O)(=O)c2ccc(NC(=O)CCC(=O)O)cc2)c(=O)n(-c2ccccc2)n1C,-10%,0.1%,-2%,-16%,-3%,
Cc1ccc(C)c2c1[nH]c1ccccc12,5%,i,7%,-5%,1%,inhibitors of VEEV 10K pilot screen=3.0
O=S(=O)(Nc1ccccn1)c1ccc(Br)cc1,-3%,i,10%,8%,6%,
CCC(C(=O)NC1CCCC1)N(Cc1ccco1)C(=O)Cn1nnc(-c2ccc(C)cc2)n1 (stereo not given),10%,i,0%,7%,24%,
COCCOC(=O)C(C#N)c1nc2ccccc2nc1N1CCCC1 (stereo not given),5%,6.1%,?,-1%,62%,
Cc1cc(C(=O)NC2CCCCC2)c2cc(F)ccc2n1,10%,1.6%,2%,9%,0%,
O=C(Cc1ccccc1)N/N=C/c1ccc[nH]1,-18%,4.7%,7%,-5%,15%,
CS(=O)(=O)N(CC(N)=O)c1ccc2c(c1)OCO2,-9%,2.0%,-2%,4%,0%,
O=Cc1ccc(Oc2cccc(C(F)(F)F)c2)nc1,-7%,1.6%,28%,2%,37%,
CN(C)C(CNC(=O)C1CCN(S(=O)(=O)c2ccccc2C(F)(F)F)CC1)Cc1ccccc1 (stereo not given),-15%,0.5%,nt,nt,nt,
COc1ccc(OC)c(NC(=O)CCCNC(=O)Cn2cnc3sc(C)c(C)c3c2=O)c1,6%,i,1%,7%,-27%,
COc1ccc(C(=O)N2CCCC(Nc3ccc(C)c(C)c3)C2)c(OC)n1 (stereo not given),-10%,8.3%,7%,-5%,32%,
O=C(COc1cccnc1[N+](=O)[O-])NCCc1ccc(Cl)cc1Cl,-11%,1.5%,3%,3%,-6%,
c1ccc(-n2nnnc2-n2ccnc2)cc1,-1%,0.6%,1%,-2%,-3%,inhibitors of VEEV 10K pilot screen=0.9
CN1CC(COCc2ccccc2)Oc2ccccc2S1(=O)=O (stereo not given),-9%,i,nt,nt,nt,
Cc1ccc(C(=O)NC(=S)Nc2ccc(-c3ccc(CO)o3)cc2)cc1,3%,2.9%,60%,13%,80%,
Cc1ccc(Cl)cc1N1CCN(C(=S)NCCc2ccccc2)CC1,-4%,2.4%,69%,-4%,21%,
CC1=C(C)CC(C(=O)Nc2ccc(C(=O)N3CCOCC3)cc2)C(C(=O)O)C1 (stereo not given),23%,0.7%,4%,-5%,2%,
COc1ccccc1CNC(=O)c1ccc(OC(C)C)cc1,1%,3.7%,12%,-7%,27%,
Cc1ccc(-c2cc(C(F)(F)F)n3nc(C(=O)NCCCn4ccnc4)cc3n2)cc1C,-12%,0.6%,99%,-3%,i,
COc1ccccc1CC(NC(C)=O)C(=O)NC1CCN(S(=O)(=O)c2ccc(NC(C)=O)cc2)CC1 (stereo not given),3%,i,0%,1%,-9%,
O=C1[C@H]2[C@@H](c3ccc(F)cc3)N3C(=O)N(c4ccccc4)C(=O)[C@@]3(Cc3ccc(Cl)cc3)[C@H]2C(=O)N1C1CCCCC1,-15%,4.7%,2%,7%,64%,
Cc1cc2cc(CCNC(=O)c3ccc(Br)o3)c(=O)[nH]c2cc1C,1%,7.0%,4%,23%,18%,
CC1([N+](=O)[O-])COP(=O)(Nc2cccc(Cl)c2)OC1 (stereo not given),1%,0.9%,nt,nt,nt,
Cc1noc(C)c1CSCC(=O)N(C)CC(=O)Nc1ccccc1Cl,27%,i,-14%,-8%,-4%,
Cc1cccc(OC(C)C(=O)Nc2ccc3c(c2)OCCO3)c1 (stereo not given),-8%,11%,nt,nt,nt,
COC(=O)c1cc2ccsc2n1CC(=O)N1CCCc2ccccc21,-4%,i,-3%,1%,17%,
Nc1nc(SCc2ccc([N+](=O)[O-])cc2)c2ncn(C3OC(CO)C(O)C3O)c2n1 (stereo not given),11%,i,4%,-2%,6%,
Cc1cccc(NC(=O)CN(C)S(=O)(=O)c2cccc3cccnc23)c1C,8%,11%,7%,8%,7%,
CCOC(=O)c1c(NC(=O)c2cccnc2Cl)sc(C(=O)N(C)C)c1C,2%,2.0%,-13%,6%,-30%,
# Continuation:
SMILES,H1N1 NS1A inhibition,inhibitors of VEEV,H37Rv inhibition,PhoP GFP inhibition,M. tuberculosis,others
COc1ccccc1NC(=O)CCS(=O)(=O)c1ccc2c(c1)oc(=O)n2C,4%,0.0%,1%,7%,-3%,
Cc1oc2cc(Br)c(O)c(Br)c2c1C(=O)c1ccccc1,-4%,8.6%,9%,12%,24%,
O=C(Nc1c(-c2cccs2)nc2ccccn12)c1ccccc1F,-2%,2.1%,38%,-6%,9%,
O=C(Cc1nc2ccccc2[nH]c1=O)c1ccccc1,4%,3.8%,nt,nt,nt,
O=C(CN(Cc1ccco1)C(=O)CNS(=O)(=O)c1ccccc1)NC1CCCCC1,-3%,i,nt,nt,nt,
CC(O)Cc1nsc(NC(=O)c2ccc(Br)o2)n1 (stereo not given),-6%,1.0%,-5%,3%,18%,
CC(=O)c1ccc(N2CCN(C(C)C(=O)NC3CCCc4ccccc43)CC2)cc1 (stereo not given),-1%,2.1%,-2%,-10%,6%,
c1coc(CN2CCN(C(c3cccs3)c3nnnn3C3CCCC3)CC2)c1 (stereo not given),8%,i,-12%,20%,3%,
